Source: PubChem (Broad Institute)
TcdB GH inh: TcdB glycohydrolase inhibition | P18177 | TcdB glycohydrolase enzymatic assay, plate reader | inhibition, % at 9.99 µM | hit rate 0.24% among 350,000 | AID 652162; in the data active = inhibition above about 10%
An asterisk follows results filed as active.

SMILES | TcdB GH inh
Cc1noc(C)c1S(=O)(=O)Nc1ccc2c(c1)C(=O)N([C@@H](C)CO)C[C@@H](C)[C@@H](CN(C)C(=O)NC(C)C)OCCCC[C@H](C)O2 | -0.6
COCC(=O)N1[C@@H]2Cn3c(ccc(/C=C/c4ccccc4)c3=O)[C@H]1[C@@H](C(=O)N1CCOCC1)[C@@H]2CO | -0.1
COCC(=O)N(C)C[C@H]1Oc2ncc(-c3ccc(C)cc3)cc2C(=O)N([C@@H](C)CO)C[C@H]1C | 0.8
C[C@H]1CN([C@@H](C)CO)C(=O)c2cc(C#CC3CCCCC3)cnc2O[C@@H]1CN(C)S(=O)(=O)c1cccc(F)c1 | -0.8
CC(C)(C)[S@@](=O)N1Cc2cc(C(=O)NCc3ccncc3)nc(-c3cccc(-c4cccc(C#N)c4)c3)c2[C@H]1CCO | -0.1
COc1ccccc1CNC(=O)C[C@H]1CC[C@@H]2[C@H](COC[C@@H](O)CN2Cc2cccc(-c3ccncc3)c2)O1 | -1.4
C[C@@H]1CCCCO[C@@H](CN(C)C(=O)CCC(F)(F)F)[C@@H](C)CN([C@@H](C)CO)C(=O)c2cc(NC(=O)C3CCCCC3)ccc2O1 | -0.5
C[C@@H]1CN([C@H](C)CO)C(=O)c2cc(NS(=O)(=O)c3ccc(Cl)cc3)ccc2O[C@@H](C)CCCCO[C@H]1CN(C)Cc1ccc(C(F)(F)F)cc1 | 0.0
O=C(Cc1ccncc1)NCC[C@H]1CC[C@@H](NS(=O)(=O)c2ccccc2Cl)[C@@H](CO)O1 | 0.6
CCC(=O)NC[C@@H]1[C@@H](c2ccccc2)[C@@H](CO)N1C(=O)C1CCC1 | -5.3
C[C@H](CO)N1C[C@H](C)[C@@H](CN(C)CC2CC2)Oc2ccc(NC(=O)Nc3ccc(F)cc3)cc2CC1=O | -0.8
COCC(=O)N1CCCCN2[C@H](CO)[C@H](c3ccc(C#Cc4ccccc4)cc3)[C@@H]2C1 | 0.7
Cc1ccc(S(=O)(=O)Nc2ccc3c(c2)C(=O)N([C@H](C)CO)C[C@@H](C)[C@H](CN(C)Cc2ccc(-c4ccccc4)cc2)O3)cc1 | -0.9
COc1ccc(NC(=O)Nc2ccc3c(c2)C(=O)N([C@@H](C)CO)C[C@@H](C)[C@H](CN(C)C(=O)Nc2ccccc2)OCCCC[C@@H](C)O3)cc1 | -0.1
C[C@@H]1CN([C@H](C)CO)S(=O)(=O)c2ccc(/C=C/c3ccccc3)cc2O[C@H]1CN(C)C(=O)Nc1ccc(F)cc1 | -2.0
C[C@H]1CCCCO[C@H](CN(C)C(=O)Nc2cccc3ccccc23)[C@@H](C)CN([C@@H](C)CO)C(=O)c2cc(NC(=O)c3ccncc3)ccc2O1 | -0.6
COCC(=O)Nc1ccc2c(c1)[C@H]1C[C@@H](CC(=O)NCc3cccnc3)O[C@H](CO)[C@H]1O2 | -0.3
CC(=O)N1[C@H](CO)[C@H](c2ccccc2)C12CN(C(=O)Nc1ccccc1F)C2 | 0.7
O=C(N[C@@H]1CC[C@H](CCn2cc(C3CCCC3)nn2)O[C@@H]1CO)c1cccnc1 | 0.1
O=C(C[C@@H]1C[C@H]2c3cc(NC(=O)NC4CCCC4)ccc3O[C@H]2[C@H](CO)O1)NCCc1ccccc1 | 0.5
O=C(O)[C@@H]1[C@@H](CO)[C@@H]2Cn3c(ccc(-c4ccccc4F)c3=O)[C@H]1N2C(=O)c1cccnc1 | -0.6
COc1ccccc1C#Cc1ccc2c(c1)O[C@@H](CN(C)C)[C@H](C)CN([C@H](C)CO)S2(=O)=O | -0.3
C[C@H]1CCCCO[C@H](CN(C)S(=O)(=O)c2ccc(Cl)cc2)[C@@H](C)CN([C@@H](C)CO)C(=O)c2cc(NS(=O)(=O)c3cccs3)ccc2O1 | -1.4
CCC(=O)N1CC2(CCN(Cc3ccc(F)cc3)CC2)c2c(n(C)c3cc(OC)ccc23)[C@@H]1CO | 1.5
O=C(C[C@H]1C[C@@H]2c3cc(NC(=O)c4ccc5c(c4)OCO5)ccc3O[C@@H]2[C@H](CO)O1)NCC1CC1 | -0.2
COc1ccc(NC(=O)Nc2ccc3c(c2)CC(=O)N([C@H](C)CO)C[C@H](C)[C@@H](CN(C)Cc2ccc(-c4ccccc4)cc2)O3)cc1 | 0.5
CO[C@H]1CN(C)C(=O)c2ccc(NC(=O)c3cnccn3)cc2OC[C@H](C)NC[C@@H]1C | 0.3
CCS(=O)(=O)N1CC2(C1)[C@@H](c1ccccc1)[C@@H](CO)N2Cc1ccc(F)cc1 | 1.6
C[C@@H]1CN([C@H](C)CO)C(=O)c2cc(C#CC3CCCCC3)cnc2O[C@H]1CN(C)S(=O)(=O)c1ccccc1 | 0.0
Cc1noc(C)c1S(=O)(=O)Nc1ccc2c(c1)C(=O)N([C@H](C)CO)C[C@H](C)[C@@H](CN(C)C(=O)Nc1ccc3c(c1)OCO3)OCCCC[C@@H](C)O2 | -0.1
CO[C@@H]1CN(C)C(=O)c2ccc(NC(C)=O)cc2OC[C@H](C)N(CC2CCCCC2)C[C@@H]1C | 0.2
CCCNC(=O)C[C@H]1CC[C@H]2[C@@H](COC[C@@H](O)CN2Cc2ccccc2F)O1 | -0.7
CO[C@H]1CN(C)C(=O)c2ccc(NC(=O)C3CC3)cc2OC[C@H](C)N(C(=O)CN(C)C)C[C@@H]1C | 0.8
C[C@@H]1CN([C@@H](C)CO)C(=O)c2cccc(NC(=O)C3CC3)c2O[C@@H]1CN(C)C | -1.2
CO[C@@H]1CN(C)C(=O)c2ccc(NC(C)=O)cc2OC[C@H](C)N(C(=O)CC2CC2)C[C@H]1C | -1.8
COc1cccc(CN2[C@H](CO)[C@@H]3c4ccccc4N(C(=O)c4ccncc4)C[C@@H]32)c1 | -0.5

Ordered by length of the SMILES (lowest first): some entries from above
SMILES | TcdB GH inh
CO[C@@H]1CN(C)C(=O)c2ccc(NC(C)=O)cc2OC[C@H](C)N(C(=O)CC2CC2)C[C@H]1C | -1.8
CO[C@H]1CN(C)C(=O)c2ccc(NC(=O)C3CC3)cc2OC[C@H](C)N(C(=O)CN(C)C)C[C@@H]1C | 0.8
COc1ccc(NC(=O)Nc2ccc3c(c2)CC(=O)N([C@H](C)CO)C[C@H](C)[C@@H](CN(C)Cc2ccc(-c4ccccc4)cc2)O3)cc1 | 0.5

(further entries)
SMILES | TcdB GH inh
C[C@@H]1CCCCO[C@H](CN(C)Cc2ccc(C(F)(F)F)cc2)[C@H](C)CN([C@H](C)CO)C(=O)c2cc(NC(=O)c3ccncc3)ccc2O1 | 0.4
COc1ccc(NC(=O)N(C)C[C@H]2Oc3c(NS(=O)(=O)c4cccs4)cccc3C(=O)N([C@@H](C)CO)C[C@H]2C)cc1 | 1.5
O=C(NCc1ccc(F)cc1)[C@H]1[C@H](CO)[C@H]2Cn3c(cccc3=O)[C@H]2N1C(=O)c1cccnc1 | -0.8
COc1ccc2c3c([nH]c2c1)[C@H](CO)N(C(=O)c1ccccc1)CC31CN(C(=O)CC2CC2)C1 | 1.1
COc1ccc(S(=O)(=O)N(C)C[C@@H]2OCCCC[C@@H](C)Oc3ccc(NS(=O)(=O)c4c(C)noc4C)cc3C(=O)N([C@H](C)CO)C[C@H]2C)cc1 | 0.2
COc1ccc(NC(=O)N(C)C[C@@H]2Oc3ncc(C#CCN(C)C)cc3C(=O)N([C@@H](C)CO)C[C@@H]2C)cc1 | -0.5
COc1ccc(S(=O)(=O)N(C)C[C@H]2Oc3ccc(NS(=O)(=O)c4ccccc4)cc3CC(=O)N([C@H](C)CO)C[C@H]2C)cc1 | 0.6
CCC(=O)N1C[C@@H](C)[C@H](OC)CN(C)C(=O)c2cc(NC(=O)c3ccc(F)cc3)ccc2OC[C@@H]1C | -1.0
C[C@@H]1CCCCO[C@H](CN(C)CC2CCCCC2)[C@H](C)CN([C@H](C)CO)C(=O)c2cc(NS(=O)(=O)c3ccccc3)ccc2O1 | 0.2
COc1ccc2c3c([nH]c2c1)[C@H](CO)N(C(=O)C1CCOCC1)CC31CCN(C(=O)NC(C)C)CC1 | -0.3
CCS(=O)(=O)Nc1ccc2c(c1)C(=O)N(C)C[C@H](OC)[C@@H](C)CN(CC1CCCCC1)[C@@H](C)CO2 | 0.3
N#Cc1cccc(-c2ccc([C@H]3[C@H]4CN(S(=O)(=O)c5ccccc5)CCCCN4[C@H]3CO)cc2)c1 | -0.6
Cc1noc(C)c1NC(=O)N(C)C[C@@H]1OCCCC[C@H](C)Oc2ccc(N(C)C)cc2C(=O)N([C@H](C)CO)C[C@@H]1C | -16
O=C(C[C@@H]1CC[C@@H]2[C@H](COC[C@@H](O)CN2Cc2cc(F)cc(F)c2)O1)NCc1cccc(F)c1 | -2.1
Cc1ccc(S(=O)(=O)N(C)C[C@@H]2Oc3ncc(-c4cccc(F)c4)cc3C(=O)N([C@H](C)CO)C[C@@H]2C)cc1 | -0.8
C[C@@H]1CN([C@H](C)CO)C(=O)c2cccc(NC(=O)C3CC3)c2O[C@@H]1CN(C)C(=O)NC1CCCCC1 | -0.7
C[C@@H]1CN([C@@H](C)CO)C(=O)c2cccc(NC(=O)C3CCOCC3)c2O[C@H]1CN(C)Cc1ccc(Cl)c(Cl)c1 | 0.4
C[C@H]1CN([C@@H](C)CO)C(=O)c2cc(C#Cc3ccccn3)cnc2O[C@H]1CN(C)CC1CCOCC1 | -0.3
O=C(c1cccnc1)N1CC[C@@H]2[C@H](CO)Nc3ccc(-c4ccccc4)cc3[C@@H]21 | 0.7
C[C@@H]1CN([C@H](C)CO)C(=O)Cc2cc(NC(=O)C3CCCCC3)ccc2O[C@@H]1CN(C)C(=O)Nc1cccc2ccccc12 | -0.2
C/C=C/c1ccc([C@H]2[C@H]3CN(C(=O)Cc4ccncc4)CCCCN3[C@H]2CO)cc1 | -8.8
CO[C@H](CN(C)S(=O)(=O)c1ccccc1)[C@H](C)CN(C(=O)Nc1ccccc1F)[C@@H](C)CO | -0.6
Cc1ccc(S(=O)(=O)N(C)C[C@@H]2Oc3ccc(NC(=O)Nc4cccc5ccccc45)cc3CC(=O)N([C@@H](C)CO)C[C@@H]2C)cc1 | 0.3
C[C@@H]1CN([C@@H](C)CO)C(=O)c2cc(C#Cc3ccc(F)cc3)cnc2O[C@@H]1CN(C)S(C)(=O)=O | 0.6
CC(C)NC(=O)Nc1ccc2c(c1)C(=O)N([C@@H](C)CO)C[C@H](C)[C@H](CN(C)S(C)(=O)=O)O2 | -5.3
COCc1cn(CC[C@H]2CC[C@H](NC(=O)c3ccccc3)[C@@H](CO)O2)nn1 | -1.6
COc1ccccc1-c1ccc2c(c1)[C@H]1[C@H](CCN1S(=O)(=O)c1cccc(C)c1)[C@H](CO)N2 | 1.1
C[C@@H]1CN([C@H](C)CO)C(=O)c2cc(NS(C)(=O)=O)ccc2O[C@@H](C)CCCCO[C@H]1CN(C)S(=O)(=O)c1cn(C)cn1 | 1.8
O=C(C[C@@H]1C=C[C@@H](NC(=O)Nc2ccc3c(c2)OCO3)[C@@H](CO)O1)NCc1ccc2c(c1)OCO2 | -0.5
C[C@@H]1CN([C@H](C)CO)C(=O)c2cc(NC(=O)Cn3cnnn3)ccc2O[C@@H]1CN(C)C(=O)Nc1ccccc1 | -0.3
Cc1noc(C)c1NC(=O)Nc1ccc2c(c1)CC(=O)N([C@H](C)CO)C[C@@H](C)[C@@H](CN(C)Cc1ccc(C(=O)O)cc1)O2 | 0.4
O=C(C[C@H]1C=C[C@H](NC(=O)CCN2CCCCC2)[C@@H](CO)O1)Nc1nccs1 | 0.6
C[C@H]1CN([C@@H](C)CO)C(=O)c2cc(NC(=O)Nc3ccc(C(F)(F)F)cc3)ccc2O[C@@H]1CN(C)Cc1ccc(-c2ccccc2)cc1 | 1.0
CCC(=O)N(C)C[C@@H]1Oc2ncc(-c3ccccc3OC)cc2C(=O)N([C@@H](C)CO)C[C@H]1C | 1.0
C[C@@H]1CCCCO[C@H](CN(C)C(=O)CCCN(C)C)[C@H](C)CN([C@@H](C)CO)C(=O)c2cc(NC(=O)Cc3ccccc3)ccc2O1 | 0.8
C[C@@H]1CN([C@@H](C)CO)S(=O)(=O)c2ccc(C3=CCCCC3)cc2O[C@H]1CN(C)C(=O)c1ccncc1 | 0.2
CN(C)C(=O)c1cccc(-c2ccc([C@@H]3[C@@H](C#N)N(C(=O)C4CCCC4)[C@@H]3CO)cc2)c1 | 0.3
C[C@@H]1CCCCO[C@H](CN(C)S(=O)(=O)c2cn(C)cn2)[C@@H](C)CN([C@H](C)CO)C(=O)c2cc(NC(=O)Nc3ccc(F)cc3)ccc2O1 | 0.3
CS(=O)(=O)N1CC(=O)N2[C@H](CO)[C@@H](c3ccc(C#CCC4CCCC4)cc3)[C@@H]2C1 | 0.4
COc1cc2c(cc1OC)CN(C(=O)[C@@H]1[C@H]3C(=O)O[C@H](c4ccccc4)[C@H](c4ccccc4)N3[C@H](c3ccc(O)cc3)[C@@]13C(=O)Nc1ccc(C#CCCO)cc13)CC2 | 0.3
C[C@@H]1CN([C@H](C)CO)C(=O)c2cc(-c3ccncc3)cnc2O[C@H]1CN(C)S(=O)(=O)c1ccc(F)cc1 | -1.1
O=C(C[C@H]1CC[C@H]2[C@@H](COC[C@H](O)CN2C(=O)Nc2ccc(Cl)cc2)O1)NCCc1ccncc1 | -0.1
C[C@@H]1CN([C@@H](C)CO)C(=O)Cc2cc(NC(=O)Cc3cn(C)c4ccccc34)ccc2O[C@@H]1CN(C)Cc1ccc(C(=O)O)cc1 | 0.7
CN(C)c1ccc2c(c1)[C@@H]1C[C@H](CC(=O)NCc3ccc(Cl)cc3)O[C@@H](CO)[C@@H]1O2 | -41

A second format for 4 compounds above:
> O=C(C[C@@H]1C[C@H]2c3cc(NC(=O)NC4CCCC4)ccc3O[C@H]2[C@H](CO)O1)NCCc1ccccc1
  TcdB GH inh: 0.5

> Cc1noc(C)c1NC(=O)Nc1ccc2c(c1)CC(=O)N([C@H](C)CO)C[C@@H](C)[C@@H](CN(C)Cc1ccc(C(=O)O)cc1)O2
  TcdB GH inh: 0.4

> Cc1ccc(S(=O)(=O)N(C)C[C@@H]2Oc3ncc(-c4cccc(F)c4)cc3C(=O)N([C@H](C)CO)C[C@@H]2C)cc1
  TcdB GH inh: -0.8

> COc1ccccc1C#Cc1ccc2c(c1)O[C@@H](CN(C)C)[C@H](C)CN([C@H](C)CO)S2(=O)=O
  TcdB GH inh: -0.3

These rows are one share of the data; count on the stated rates, not on these rows.
